All columns: NCI-60 one-dose screen, growth in % after 48 h at 10 µM unless noted; 100 = growth as untreated, 0 = no growth, -100 = all killed.
HCT-15: HCT-15 colon cancer | AID 1794746 | hit rate 5.2% among 82,000
OVCAR-4: OVCAR-4 ovarian cancer cells | hit rate 3.7% among 80,000 | AID 1794784
SK-OV-3: SK-OV-3 ovarian cancer cells | hit rate 3.2% among 80,000 | AID 1794785
COLO 205: COLO 205 colon cancer | hit rate 7.3% among 79,000
HT29: HT29 colon cancer | hit rate 7.4% among 81,000 | AID 1794748
IGROV1: IGROV1 ovarian cancer | hit rate 4.7% among 79,000 | AID 1794786
SW-620: SW-620 colon cancer; AID 1794795; hit rate 5.2% among 82,000
HCT-116: HCT-116 colon cancer; hit rate 7.3% among 82,000; AID 1794798
KM12: KM12 colon cancer cells. hit rate 5% among 82,000
* marks the source's active call; other numbers are inactive results; / = not tested or not shown; & = joins results of further samples. How the source made its calls: active means growth percent below 10; inactive means the rest.

Screens by letter – A = HCT-15; B = OVCAR-4; C = SK-OV-3; D = COLO 205; E = HT29; F = IGROV1; G = SW-620; H = HCT-116; I = KM12
1	COc1ccc(C2CC(c3ccc(OC)cc3OC)=NN2c2ccc(S(N)(=O)=O)cc2)cc1 (stereo not given)
  A: 75.0 | B: 80.2 | C: 105.4 | D: 111.8 | E: 71.8 | F: 82.5 | G: 100.7 | H: 62.8 | I: 86.4

2	S=C(NCCNC(=S)[S][Sn]([c]1ccccc1)([c]1ccccc1)[c]1ccccc1)[S][Sn]([c]1ccccc1)([c]1ccccc1)[c]1ccccc1
  A: -73.8* | B: -100.0* | C: -100.0* | D: -91.3* | E: -93.1* | F: -84.8* | G: -97.5* | H: -82.8* | I: -99.4*

3	N#CCC(=O)c1ccccc1[N+](=O)[O-]
  A: 103.2 | B: 105.8 | C: 100.5 | D: 119.6 | E: 99.5 | F: 112.7 | G: 107.9 | H: 96.6 | I: 93.5

4	Cc1onc(-c2c(F)cccc2Cl)c1C(=O)OCc1c(F)cccc1Cl
  A: 80.1 | B: 94.0 | C: 106.4 | D: 113.0 | E: 97.7 | F: 97.2 | G: 98.5 | H: 91.1 | I: 98.9

5	CCOC(=O)c1ccc2c(c1)ncn2-c1ccc(NC(C)=O)cc1
  A: 103.3 | B: 97.6 | C: 109.3 | D: 113.8 | E: 112.2 | F: 111.2 | G: 113.9 | H: 113.3 | I: 85.8

6	CCOC(=O)C1=C(c2ccccc2)N=C2Sc3c(-c4ccc(Br)cc4)nc(N)nc3N2C1c1cc(OC)c(OC)c(OC)c1 (stereo not given)
  A: 90.3 | B: 92.5 | C: 85.9 | D: 100.2 | E: 105.6 | F: 73.6 | G: 93.2 | H: 84.5 | I: 93.9

7	O=C1CC=C(Nc2ccc(C(=O)Nc3cccc(Cl)c3Cl)cc2)N=N1
  A: 59.3 | B: 92.8 | C: 89.0 | D: 103.0 | E: 76.8 | F: 100.8 | G: 95.0 | H: 62.4 | I: 54.1

8	CCOC(=O)CC1(C)NCCS1 (stereo not given)
  A: 95.0 | B: 115.2 | C: 111.9 | D: 98.2 | E: 111.1 | F: 111.7 | G: 99.7 | H: 97.4 | I: 97.8

9	COc1ccccc1Nc1nc(-c2ccc(O)cc2)nc2n[nH]c(Nc3ccccc3)c12
  A: 45.6 | B: 56.6 | C: 44.7 | D: 68.2 | E: 77.3 | F: 63.0 | G: 38.2 | H: 40.4 | I: 29.1

10	c1cncc(CNNc2ncnc3ccccc23)c1
  A: 105.6 | B: 107.3 | C: 126.6 | D: 112.8 | E: 114.2 | F: 101.3 | G: 103.0 | H: 108.8 | I: 99.1

Remaining list, next part.
Screens by letter – A = HCT-15; B = OVCAR-4; C = SK-OV-3; D = COLO 205; E = HT29; F = IGROV1; G = SW-620; H = HCT-116; I = KM12
11	CC1CNC(=S)O1 (stereo not given)
  A: 104.6 | B: 110.3 | C: 98.8 | D: 108.5 | E: 92.7 | F: 94.2 | G: 98.4 | H: 101.3 | I: 100.5

12	COc1cc(C=O)ccc1OCc1ccccc1
  A: 97.1&95.7 | B: 104.7&86.1 | C: 115.6&116.9 | D: 105.1&143.9 | E: 110.1&96.5 | F: 97.2&57.2 | G: 101.9&105.3 | H: 98.5&106.7 | I: 98.5&107.9

13	CCOC(=O)c1[nH]c(C)nc1/N=N/N(C)C
  A: 100.8 | B: 92.6 | C: 96.4 | D: 109.2 | E: 103.9 | F: 112.3 | G: 112.0 | H: 102.6 | I: 109.5

14	CCOc1ccc2cc(S(=O)(=O)O)ccc2c1N
  A: 106.5 | B: 96.2 | C: 99.5 | D: / | E: 99.5 | F: 119.2 | G: 111.8 | H: 96.0 | I: 113.6

15	CC1(C)C(=O)COC1=O
  A: 103.8 | B: 106.4 | C: 76.9 | D: 95.4 | E: 94.8 | F: 102.1 | G: 100.4 | H: 90.1 | I: 101.0

16	O=CN1N=C(c2ccc(F)cc2)CC1c1cccc(Nc2ccnc3cc(C(F)(F)F)ccc23)c1 (stereo not given)
  A: 58.0 | B: 41.0 | C: 69.1 | D: 32.3 | E: 47.8 | F: 67.9 | G: 79.1 | H: 41.8 | I: 55.9

17	CC1(C)[C@H](O)CC[C@]2(C)[C@@H]1CC[C@@]13C[C@H](CC[C@H]12)[C@]1(CO1)C3
  A: 97.6 | B: 114.9 | C: 115.9 | D: 121.7 | E: 111.4 | F: 113.9 | G: 118.1 | H: 96.8 | I: 105.4

18	O=C1c2ccccc2C(=O)N1c1ncnc2nc[nH]c12
  A: 104.7 | B: 108.4 | C: 103.3 | D: 110.7 | E: 103.8 | F: 115.1 | G: 107.6 | H: 102.9 | I: 108.4

19	C=CCOC(=O)NC(CCC(=O)O)C(=O)O (stereo not given)
  A: 114.8 | B: 116.5 | C: 108.7 | D: 107.6 | E: 117.4 | F: 115.3 | G: 102.1 | H: 105.1 | I: 103.3

20	Oc1ccc(Cl)cc1/C=C1/CCc2cc3cc(Cl)ccc3[o+]c21
  A: 102.2 | B: 99.4 | C: 121.9 | D: 124.2 | E: 101.6 | F: 90.6 | G: 103.4 | H: 94.6 | I: 98.7

(continued)
Screens by letter – A = HCT-15; B = OVCAR-4; C = SK-OV-3; D = COLO 205; E = HT29; F = IGROV1; G = SW-620; H = HCT-116; I = KM12
21	Cc1oc(-c2ccc(Cl)cc2)nc1/C=C/C(=O)c1ccc(F)cc1
  A: 102.4 | B: 75.2 | C: 99.2 | D: 111.7 | E: 101.9 | F: 93.1 | G: 99.1 | H: 100.8 | I: 97.5

22	NS(=O)(=O)c1ccc(CCn2c(SCC(=O)N/N=C/c3ccc([N+](=O)[O-])cc3)nc3ccccc3c2=O)cc1
  A: 81.8 | B: 83.4 | C: 114.1 | D: 102.9 | E: 91.7 | F: 72.6 | G: 93.9 | H: 70.8 | I: 68.5

23	Cc1cc(=O)[nH]n1-c1cc(Cl)c(Cl)cc1N
  A: / | B: 104.1 | C: 98.8 | D: 106.7 | E: 99.9 | F: / | G: 115.7 | H: 101.6 | I: 112.4

24	CCOC(=O)c1coc(C(=O)OCC)c1C(=O)OCC
  A: 105.4 | B: 118.7 | C: 120.0 | D: 128.3 | E: 123.7 | F: 112.2 | G: 113.1 | H: 115.4 | I: 106.2

25	NC(=S)N/N=C(/c1ccccc1)c1ccc2nc(-c3ccc(Cl)cc3)[nH]c2c1
  A: 88.9 | B: 68.7 | C: 105.5 | D: 103.1 | E: 62.8 | F: 78.6 | G: 84.6 | H: 30.3 | I: 102.4

26	Cc1ccc(S(=O)(=O)Nc2ccccc2)cc1N
  A: 99.1 | B: 111.2 | C: 104.3 | D: 118.6 | E: 106.8 | F: / | G: 99.7 | H: / | I: 107.4

27	Cc1ccccc1NC(=O)n1c(=O)cc(C)c2ccc(O)cc21
  A: 108.2 | B: 110.4 | C: 103.3 | D: 118.4 | E: 115.2 | F: 108.9 | G: 103.5 | H: 101.6 | I: 105.8

28	CCOC(=O)c1sc(SSc2nc(C)c(C(=O)OCC)s2)nc1C
  A: 110.7 | B: 96.4 | C: 99.4 | D: 106.1 | E: 86.1 | F: 109.0 | G: 113.8 | H: 101.3 | I: 103.7

29	CN(C)c1ccc2[nH]c3c(C(=O)O)cc(=O)c(=O)c=3oc2c1
  A: 100.6 | B: 107.2 | C: 97.1 | D: 108.6 | E: 121.5 | F: 109.0 | G: 103.9 | H: 95.1 | I: 112.5

30	COc1ccc(-c2nnc(CNc3ccc(F)c(Cl)c3)o2)cc1OC
  A: 105.7 | B: 103.5 | C: 104.4 | D: 116.1 | E: 86.2 | F: 101.8 | G: 108.1 | H: 106.1 | I: 107.1

(further entries)
Screens by letter – A = HCT-15; B = OVCAR-4; C = SK-OV-3; D = COLO 205; E = HT29; F = IGROV1; G = SW-620; H = HCT-116; I = KM12
31	COc1ccc(-c2nn(-c3ccccc3)cc2/C=c2/sc3nc(-c4ccoc4C)nn3c2=O)cc1
  A: 109.3&95.0 | B: 102.5&102.7 | C: 102.6&110.4 | D: 113.9&111.6 | E: 109.3&98.2 | F: 103.9&100.5 | G: 106.6&99.5 | H: 106.4&100.0 | I: 98.5

32	COc1ccc(Cl)cc1NC(=O)OCCCl
  A: 92.6 | B: 87.7 | C: 100.2 | D: 111.8 | E: 94.3 | F: 94.2 | G: 103.4 | H: 100.8 | I: 103.9

33	Cc1cccc(NC(=O)c2sc3nc4c(cc3c2N)CCC4)c1C
  A: 20.1 | B: / | C: 37.9 | D: 6.7* | E: 1.4* | F: 44.6 | G: 28.6 | H: 19.7 | I: 12.2

34	CCC(N)CO (stereo not given)
  A: 106.0 | B: 110.2 | C: 104.4 | D: 110.3 | E: 97.1 | F: 110.7 | G: 109.3 | H: 105.6 | I: 104.0

35	COc1c(Cl)c2c(c(OC)c1OC)-c1ccc(SC)c(=O)cc1[C@@H](NC(=O)OCC(F)(F)F)CC2
  A: 9.5* | B: 39.6 | C: 48.2 | D: -0.1* | E: 13.5 | F: 13.5 | G: 21.9 | H: 1.8* | I: 10.4

36	O=[N+]([O-])c1cccnc1Sc1ccccc1C1=NCCCN1
  A: 105.3 | B: 110.2 | C: 102.3 | D: 105.4 | E: 114.3 | F: 118.2 | G: 117.1 | H: 110.6 | I: 107.4

37	Cc1[nH]c(/C=C/C(=O)c2ccc(C(F)(F)F)c(F)c2)c(C)c1C(=O)NC1CCCCC1
  A: 99.1&98.4 | B: 103.6&106.8 | C: 108.1&103.9 | D: 103.8&113.9 | E: 106.8&105.8 | F: 95.6&97.8 | G: 102.8&101.5 | H: 95.7&99.8 | I: 102.2&102.2

38	CCCCCCCOC(C)=O
  A: 97.3 | B: 110.6 | C: 96.0 | D: 104.0 | E: 96.9 | F: 112.9 | G: 105.6 | H: 102.8 | I: 110.3

39	COc1ccc(CCNC(=O)C(=O)[C@H](Cc2ccccc2)NC(=O)c2oc3cc(OC)ccc3c(=O)c2C)cc1
  A: 100.8 | B: 102.7 | C: 107.3 | D: 111.5 | E: 107.1 | F: 97.6 | G: 109.4 | H: 102.0 | I: 104.3

40	COC(=O)c1ccc2c(c1)NC(c1cc3ccccc3[nH]c1=O)c1c(n[nH]c1C(C)(C)C)N2 (stereo not given)
  A: 107.5 | B: 108.2 | C: 102.9 | D: 122.6 | E: 103.7 | F: 114.2 | G: 116.6 | H: 101.6 | I: 107.8
